# HT1080NT lethal = kills 2HG-producing HT-1080-NT fibrosarcoma cells; Potency, µM (titrated, usually from 46.1 µM), for the others: at the highest dose activity, negative = less viability, actives largely listed as cytotoxic; HT-1080-NT fibrosarcoma viability, CellTiter-Glo ATP luminescence, 48 h; hit rate 1.6% among 360,000; AID 686970;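 note: NT is the 2HG producing partner of a matched IDH1 knockdown line; potency is the fitted concentration of half-maximal effect; 0% = DMSO-treated cells and -100% = media-only wells without cells; nearly all actives have a fitted effect of over 55% in size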
#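 Toxicity toward the 2HG-producing NT line was scored as %Activity, normalised to DMSO and no-cell wells, from CellTiter-Glo luminescence after 48 hours' treatment.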
# SW480 rereplic = DNA re-replication induction in SW480 cells; SW480 DNA re-replication, Hoechst DNA content imaging, 48 h; Potency, µM (series often up to 46.1 µM), inactives show at the highest dose re-replication activation, actives largely listed as activators; hit rate 1.8% among 340,000; note: potency is the fitted concentration of half-maximal effect; % of control where 0% means no effect; nearly all actives have a fitted effect of over 55% in size
#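 Cells (250 per well) received 23 nL compound or DMSO by pin tool and were kept 48 hr at 37 C, 5% CO2. Nuclei were then stained with Hoechst for 40 min and scanned for DNA content.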
# HEK293 tox = cytotoxicity in counter-screen for GLP-1R inverse agonists; HEK293 cAMP-luciferase reporter cells, luminescence, 24 h; Potency, µM (series often up to 38.3 µM), inactives show at the highest dose activity change, negative = inhibition, usual class: inhibitors; hit rate 0.13% among 410,000; AID 624418;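 note: loss of luciferase light is scored as toxicity; potency is the fitted concentration of half-maximal effect; % is set by controls: 0 for no effect and ±100 for the full control effect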
#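 MLSMR compounds, 24 hr on cells at 37 deg C/5% CO2; luminescence after luciferase reagent (12 min RT). Inhibition counted as the undesired cytotoxic outcome.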
# MCF10A rerep = DNA re-replication induction in MCF 10a cells | MCF 10A DNA re-replication, Hoechst nuclear intensity, 48 h | Potency, µM (highest dose often 46.1 µM), inactives show at the top dose activity, positive = re-replication, actives largely listed as activators | hit rate 2.9% among 350,000; note: potency is the fitted concentration of half-maximal effect; % of control where 0% means no effect; nearly all actives have a fitted effect of over 50% in size
# KB-3-1 tox = KB-3-1 parental cell cytotoxicity. KB-3-1 viability, CellTiter-Glo ATP luminescence, 72 h. Potency, µM (titrated, usually from 46.1 µM), for the others: at the top dose activity change, negative = cytotoxic, most hits filed as cytotoxic. hit rate 1.4% among 400,000; note: potency is the fitted concentration of half-maximal effect; % is set by controls: 0 for no effect and ±100 for the full control effect; nearly all actives have a fitted effect of over 60% in size
#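 Viability of parental KB-3-1 cells, measured by CellTiter-Glo luminescence, followed a 72 h incubation at 37 °C with pinned compounds in phenol-red-free DMEM containing 10% FBS.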
# IL1B secr inh = inflammasome signaling inhibition, IL-1 beta readout; THP-1 LPS/ATP IL-1B secretion, AlphaLISA, 16 h; active compounds read low; activity change, % at 57.5 µM; AID 743279; hit rate 4.7% among 360,000; in the data active = activity change below about -50%; inconclusive = mostly about -30% to -49%; note: % is set by controls: 0 for no effect and ±100 for the full control effect
#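 THP-1 cells pretreated 1 hr with compounds (up to 57.5 uM final), then stimulated with LPS (250 ng/mL final) plus ATP (1.25 mM final); secreted IL-1B measured by AlphaLISA after 16 hr, decreased signal indicating inhibition.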
# HT1080 IDH1KD tx = toxicity to HT-1080 IDH1 knockdown cells (counter line) | HT-1080 IDH1 knockdown viability, ATP luminescence, 48 h | Potency, µM (highest dose often 46.1 µM), for inactives: at the highest dose activity, negative = toxicity, most hits filed as cytotoxic | hit rate 2% among 360,000 | AID 686971;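 note: potency is the fitted concentration of half-maximal effect; 0% = DMSO wells and -100% = cell-free medium wells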
#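 IDH1KD HT-1080 cells, 750/well, RPMI + 5% FBS; compound pinned after 2 h settling; 48 h, 37 °C; CellTiter-Glo luminescence; % activity normalised to DMSO and no-cell wells; curves fitted, classed by r2 and efficacy.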
# KB-V1 MDR tox = kills drug-selected multidrug resistant KB-V1 cells; KB-V1 MDR cells viability, CellTiter-Glo, 72 h; Potency, µM (doses to about 46.1 µM), without a hit: at the top dose activity change, negative = cytotoxicity, usual class: cytotoxic; hit rate 3.4% among 400,000; AID 1347076; note: potency is the fitted concentration of half-maximal effect; % is set by controls: 0 for no effect and ±100 for the full control effect; nearly all actives have a fitted effect of over 60% in size
#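 Compound-treated KB-V1 multidrug-resistant cells, 72 h, 37 degrees C; viability by CellTiter-Glo. Fitted qHTS curves give the values.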
# DRD3 agonist = agonists of human D3 dopamine receptor; P35462; max activation, %; hit rate 0.58% among 410,000; D3R DiscoveRx beta-arrestin cells, luminescence, 90 min; in the data active = max activation above about 30%; note: 0% is about no effect; mostly tested at two doses, the higher about 12 µM
# Target sequence (P35462 whole entry, looked up): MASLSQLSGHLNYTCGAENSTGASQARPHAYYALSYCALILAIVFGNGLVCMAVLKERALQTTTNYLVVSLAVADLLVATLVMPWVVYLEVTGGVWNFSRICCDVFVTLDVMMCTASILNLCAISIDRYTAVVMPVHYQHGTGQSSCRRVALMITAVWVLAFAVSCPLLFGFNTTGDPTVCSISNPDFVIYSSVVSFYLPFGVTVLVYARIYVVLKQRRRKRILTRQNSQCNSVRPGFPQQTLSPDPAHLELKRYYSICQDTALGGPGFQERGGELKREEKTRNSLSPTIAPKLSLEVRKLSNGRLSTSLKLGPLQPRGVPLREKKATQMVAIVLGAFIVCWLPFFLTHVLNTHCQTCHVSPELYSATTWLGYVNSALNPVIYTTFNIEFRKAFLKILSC
#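 Cells at 1500/well, incubated overnight, then treated with pinned compounds (dopamine as control) for 90 min at 37 degrees C. DiscoveRx reagent added for 30 - 60 minutes at room temperature; luminescence read.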
# The depositor's hits bear a star; ? = inconclusive; . = not tested or not shown; & = joins results of further samples; [ ] = dose if it differs, or a comment. Unless noted, calls come from the whole dose curve; as a rule, active = well fitted curve in the direction sought with a large enough effect; inconclusive = small, poorly fitted or top-dose-only effect, or another doubt; inactive = no such curve, though single readings can be large; an effect the other way counts as inactive or inconclusive.
canonical_smiles	HT1080NT lethal	SW480 rereplic	HEK293 tox	MCF10A rerep	KB-3-1 tox	IL1B secr inh	HT1080 IDH1KD tx	KB-V1 MDR tox	DRD3 agonist
CCCN(CC(=O)Nc1ccccc1C)C(=O)CCCc1c[nH]c2ccccc12	2%	-1%	-11%	4%	7%	0	2%	1%	7
Cc1cc(C)nc(SCc2nnc(SCC(N)=O)o2)n1	1%	-15%	-10%	-6%	1%	0	0%	?	1
CC(C)(C)c1ccc(-c2noc(CCC(=O)Nc3cccnc3)n2)cc1	-28%	7%	7%	1%	?	-15	?	-28%	-1
COc1cccc(C2=NN(S(C)(=O)=O)C(c3cccs3)C2)c1 (configuration not stated)	13%	-18%	-3%	-2%	-3%	-8	-1%	-3%	-1
CCOC(=O)CCCSc1nc(-c2ccc3c(c2)OCO3)cc(C(F)(F)F)c1C#N	-18%	?	83%[activator]	1%	5%	13	-5%	-12%	5
COc1ccccc1CCCNC(=O)C1CCC(=O)N(CCc2ccc(Cl)cc2)C1 (configuration not stated)	-2%	0%	5%	?	.	-51*	-12%	.	-19
COc1ccc(NC(=O)CSc2nnc3ccc(-c4cccnc4)nn23)cc1	3%	1%	15%	-8%	0%	0	-3%	0%	-10
CCCCn1c(SCC(=O)N2CCCC2)nc2c1c(=O)n(C)c(=O)n2C	0%	-2%	-1%	-3%	2%	11	-17%	9.2µM*	-1
Cc1c(NC(=O)C(C)OC(=O)CNC(=O)c2ccc(C(C)(C)C)cc2)c(=O)n(-c2ccccc2)n1C (configuration not stated)	8%	-8%	12%	0%	-3%	0	14%	15%	1
CC(=O)Nc1ccc(S(=O)(=O)N(C)CC(=O)Nc2ccc(Br)cc2F)cc1	1%	0%	10%	9%	-12%	-12	-2%	-8%	-5
Cc1c(NC(=O)C(C)OC(=O)c2cccc([N+](=O)[O-])c2)c(=O)n(-c2ccccc2)n1C (configuration not stated)	?	-2%	10%	3%	15%	9	26%	5%	0
CCCNC(=O)C(C)n1nc(C)c2c(C)n(-c3ccccc3)nc2c1=O (configuration not stated)	.	.	1%	.	6%	.	.	21%	8
COc1cc2c(cc1OC)C1(CCCC1)CNC2c1cccc([N+](=O)[O-])c1 (configuration not stated)	-3%	24%	15%	0%	0%	5	1%	-6%	-35
COc1ccc(Cc2nc(-c3ccc(Br)cc3)no2)cc1	-3%	21%	-7%	4%	2%	-15	6%	-8%	2
Cc1nc2sccn2c(=O)c1S(=O)(=O)NCc1ccccc1	7%	-15%	1%&7%	1%	-8%&10%	28	4%	12%&18%	-9&-10
CSCC[C@H](N)C(=O)N1CCC(C(=O)N[C@H](C(=O)NCc2ccccc2F)C(C)C)CC1	0%	-5%	?	-1%	0%	0	-1%	24%	8
CCN(C(=O)COC(=O)c1cc(C)oc1C)c1c(N)n(Cc2ccccc2)c(=O)[nH]c1=O	12%	-1%	2%	-6%	26%	-17	5%	-7%	6
COC(=O)[C@@]12CCCN1[C@H](c1ccc(-c3ccc(OC)cc3)c(OC)c1)[C@@H]1C(=O)N(C)C(=O)[C@@H]12	5%	?	-12%	-3%	-1%	19	3%	5%	1
CC(=O)Nc1ccc(C(=O)OCC(=O)/C(C#N)=C(\C)N)cc1	12%	-1%	9%	2%	0%	-8	15%	5%	-2
COc1ccc(Nc2ccncc2[N+](=O)[O-])cc1	-11%	-1%	17%	12%	?	9	7%	-15%	0
O=C(Cc1cccc(C(F)(F)F)c1)NCc1cccc(Cl)c1	2%	?	0%	?	2%	-7	-12%	-8%	2
CC(C)NS(=O)(=O)c1ccc(OCC(=O)Nc2ccc3c(c2)OCO3)c(Cl)c1	-21%	16%	-7%	8%	-18%	-16	-18%	?	-1
CC(C)(C)N(NC(=O)Nc1ccc(F)cc1)C(=O)c1ccccc1	2%	-5%	-4%	8%	-4%	-13	-3%	5%	-14
COCCn1c(=O)[nH]c2cc(C(=O)Nc3cc(OC)c(OC)c(OC)c3)ccc2c1=O	-17%	-11%	4%	19%	-2%	11	-10%	-18%	-3
N/C(=N\OC(=O)c1cccc(F)c1)c1ccccn1	5%	-7%	4%	5%	-10%	-14	?	8%	0

# Six successive entries from above, for reference:
canonical_smiles	HT1080NT lethal	SW480 rereplic	HEK293 tox	MCF10A rerep	KB-3-1 tox	IL1B secr inh	HT1080 IDH1KD tx	KB-V1 MDR tox	DRD3 agonist
CCCN(CC(=O)Nc1ccccc1C)C(=O)CCCc1c[nH]c2ccccc12	2%	-1%	-11%	4%	7%	0	2%	1%	7
Cc1cc(C)nc(SCc2nnc(SCC(N)=O)o2)n1	1%	-15%	-10%	-6%	1%	0	0%	?	1
CC(C)(C)c1ccc(-c2noc(CCC(=O)Nc3cccnc3)n2)cc1	-28%	7%	7%	1%	?	-15	?	-28%	-1
COc1cccc(C2=NN(S(C)(=O)=O)C(c3cccs3)C2)c1 (configuration not stated)	13%	-18%	-3%	-2%	-3%	-8	-1%	-3%	-1
CCOC(=O)CCCSc1nc(-c2ccc3c(c2)OCO3)cc(C(F)(F)F)c1C#N	-18%	?	83%[activator]	1%	5%	13	-5%	-12%	5
COc1ccccc1CCCNC(=O)C1CCC(=O)N(CCc2ccc(Cl)cc2)C1 (configuration not stated)	-2%	0%	5%	?	.	-51*	-12%	.	-19

# (list continues)
# Values run as follows: HT1080NT lethal | SW480 rereplic | HEK293 tox | MCF10A rerep | KB-3-1 tox | IL1B secr inh | HT1080 IDH1KD tx | KB-V1 MDR tox | DRD3 agonist
> O=C(CSc1ccccn1)N1CCN(c2cccc(Cl)c2)CC1
 : -2% | -3% | ? | 1% | -14% | 12 | 2% | ? | -2
> O=C1c2[nH]nc(-c3ccccc3O)c2C(c2ccc(F)cc2)N1CC1CCCO1 (configuration not stated)
 : -2% | 0% | -21% | 6% | -11% | -6 | -7% | -10% | 2
> CCOC(=O)c1c(-c2ccc(F)cc2)csc1NC(=O)CN1C(=O)NC2(CCCCC2C)C1=O (configuration not stated)
 : -28% | ? | -7% | ? | -21% | 15 | ? | ? | 1
> O=C(NN=Cc1cccc2ccccc12)C(=O)NN=Cc1cccc2ccccc12
 : -2% | ? | 5% | 2.3µM* | ? | -20 | 7% | -10% | 7
> COc1ccc(CN2CCN(C(=O)C3CCC(CNS(=O)(=O)c4ccccc4)CC3)CC2)c(OC)c1OC (configuration not stated)
 : -8% | -1% | -3% | 16% | -7% | -9 | -17% | -7% | 8
> Cc1cc(NC(=O)c2ccc(COc3ccccc3Cl)o2)no1
 : -1% | ? | -5% | 10% | ? | -4 | -14% | -13% | -8
> Cc1c(C(=O)Nc2cc(S(=O)(=O)N3CCOCC3)ccc2N2CCOCC2)oc2ccccc12
 : 6% | 3% | 4% | 19% | -18% | -8 | -2% | -24% | -1
> O=C1/C(=C\c2ccc(Cl)c(Cl)c2)CN(C(=O)CCN2CCOCC2)C/C1=C/c1ccc(Cl)c(Cl)c1
 : 5.2µM* | ? | 2.8µM* | ? | 3.7µM* | -101* | 5.2µM* | ? | -21
> CCCCNc1nc(N(C)c2ccccc2)nc(-n2ccnc2)n1
 : 4% | ? | 5% | ? | 0% | 0 | 1% | 0% | -1
> COc1cccc(-c2nc(CS(=O)(=O)CC(=O)NCCCN3CCc4ccccc4C3)c(C)o2)c1
 : -1% | -5% | 5% | 3% | -1% | 0 | 0% | 15% | -4
> CC12CCC(C(=O)NNc3ccccc3)(C(=O)C1=O)C2(C)C (configuration not stated)
 : ? | -1% | -29% | 16µM* | 3% | 31 | ? | 1% | -5
> CC(C)c1cccc(C(C)C)c1NC(=O)CN1C(=O)NC2(CCCC2)C1=O
 : 16% | 1% | -12% | -1% | 15% | -5 | 21% | 13% | 6
> O=c1c(O)c(-c2ccc3c(c2)OCO3)oc2ccccc12
 : ? | -5% | 65%[activator] | -13% | ? | -1 | ? | -48% | 5
> CCN(/C=N/c1sc2c(c1C#N)CCCCC2)CC
 : 2% | 2% | -18% | 5% | -2% | -13 | 4% | 0% | -8
> COC(=O)c1cc(Br)c(=O)n(-c2cccc(F)c2)c1
 : 1% | -33% | 1% | -14% | 15% | 5 | 17% | -12% | -2
> O=C(CCCN1C(=O)/C(=C/c2ccccc2Cl)SC1=S)NNC(=O)c1ccc(Cl)cc1
 : 17% | 26% | -3% | 0% | -12% | -20 | 7% | 2% | -1
> O=c1cc(-c2ccccc2)c2cc(Cl)c(O)c(CN3CCOCC3)c2o1
 : 27% | 4% | 80%[activator] | 14% | 17% | 1 | 13% | -12% | -3
> CSc1ccc(OC2CCN(Cc3ccccc3)CC2)cc1
 : 0% | ? | 14% | ? | 0% | -4 | -6% | 16µM* | -8
> COc1ccc(Cl)c(S(=O)(=O)N2CCCC2)c1
 : -2% | 2% | 2% | -5% | 10% | 19 | 4% | -4% | 1
> CCOC(=O)c1c(-c2ccccc2)oc2ccc(NS(=O)(=O)c3ccc(C(C)C)cc3)cc12
 : . | . | -10% | . | -7% | . | . | -2% | 4
> O=C(CCCCn1cnc2c(=S)nc[nH]c21)Nc1ccc(C(=O)O)c(O)c1
 : 12% | -1% | 2% | 0% | 1% | -10 | 21% | -13% | -2
> COC(=O)C1C(=O)NC(SC)=C(C#N)C1c1ccccc1 (configuration not stated)
 : -9% | 3% | 2% | 0% | 0% | 16 | -10% | 10% | -6
> CCCCCCC[C@@H](C/C=C/CCC(=O)N(C)C/C(=C/Cl)C/C(=C\C(=O)N1CC(OC)=CC1=O)OC)OC
 : 5.8µM* | ? | 2% | ? | -27% | 106 | 9.2µM* | ? | -44

# Screening results from PubChem.
